PLK1 PBD block = PLK1 (human) polo-box domain binding inhibition. Plk1 PBD binding of FITC phosphopeptide, fluorescence polarization. Potency, µM, for inactives: max response, negative = inhibition, usual class: inhibitors. 360,000 tested, 2.8% active. AID 720504; further: potency means the concentration at half of the fitted maximal effect; series mostly up to about 57 µM; on the % scale 0 is the no-effect control and ±100 the full control effect; nearly all actives have a fitted effect of over 65% in size
Target sequence (P53350 whole entry, looked up, the tested form may be a part): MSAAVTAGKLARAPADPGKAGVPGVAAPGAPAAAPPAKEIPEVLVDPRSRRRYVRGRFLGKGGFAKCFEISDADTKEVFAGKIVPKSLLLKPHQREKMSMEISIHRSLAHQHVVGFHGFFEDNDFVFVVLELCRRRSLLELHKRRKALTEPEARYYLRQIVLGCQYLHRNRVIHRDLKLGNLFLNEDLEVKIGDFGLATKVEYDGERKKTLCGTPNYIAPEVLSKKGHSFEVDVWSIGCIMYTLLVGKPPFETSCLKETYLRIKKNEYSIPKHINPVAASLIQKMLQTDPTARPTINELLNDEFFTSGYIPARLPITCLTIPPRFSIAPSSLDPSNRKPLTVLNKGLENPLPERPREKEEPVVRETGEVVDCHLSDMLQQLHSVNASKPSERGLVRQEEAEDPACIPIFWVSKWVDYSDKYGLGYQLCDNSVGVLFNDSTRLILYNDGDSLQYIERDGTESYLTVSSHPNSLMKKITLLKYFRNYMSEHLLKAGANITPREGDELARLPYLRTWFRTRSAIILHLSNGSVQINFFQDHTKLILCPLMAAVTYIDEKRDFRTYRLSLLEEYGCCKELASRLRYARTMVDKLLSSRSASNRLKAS
GLP-1R inv ag = acts as inverse agonist at human GLP-1 receptor. 410,000 tested, 1.6% active. HEK293 GLP-1R CRE-luciferase, luminescence, 24 h; GLP-1R form is constitutively active. Potency, µM (titrated, usually from 38.3 µM), for inactives: at the highest dose activity change, negative = inhibition, usual class: inhibitors. AID 624417; further: potency means the concentration at half of the fitted maximal effect; on the % scale 0 is the no-effect control and ±100 the full control effect; nearly all actives have a fitted effect of over 55% in size
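GLP-1R inverse agonism mode: basal reporter luminescence in engineered HEK293 cells measured after one day of compound exposure at 37 deg C, with a 12 min room-temperature detection step.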
GLP-1R agonist = activates the human GLP-1 receptor | P43220 | HEK293 GLP-1R CRE-luciferase, luminescence, 4-6 h; cells express a hypersensitive GLP-1R form | Potency, µM (doses to about 45.6 µM), for the others: at the top dose activation, most hits filed as activators | 380,000 tested, 0.007% active | AID 624172; further: potency means the concentration at half of the fitted maximal effect; % of control where 0% means no effect
IL-2 act = activators of IL-2 | IL-2 activation reporter assay, cell-based qHTS; stimulated with anti-CD3/CD4/CD28 beads; in transgenic mouse T cells | activation, % (series mostly up to about 46 µM) | 360,000 tested, 0.065% active; in the data active means activation above about 50%; inconclusive means mostly about 30% to 49%; further: 0% is about no effect
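Unstimulated transgenic mouse T cells, 750 per well, received compound and, after 60 minutes, anti-CD3/anti-CD4 bead plus anti-CD28 stimulation. EGFP and DsRed were quantified after 18 hours.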
EPAC1 antagonist = blocks human EPAC1 exchange factor | O95398 | 360,000 tested, 0.14% active | Potency, µM (top dose mostly 115 µM), without a hit: at the highest dose activity change, negative = inhibition, actives largely listed as inhibitors | EPAC1 GEF assay, Rap1b-BODIPY-GDP exchange fluorescence;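 further: potency means the concentration at half of the fitted maximal effect; plate controls were vehicle for no effect and positive control for full effect; nearly all actives have a fitted effect of over 50% in size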
GLP1R cytotox = cytotoxicity in counter-screen for GLP-1R inverse agonists. Potency, µM (series often up to 38.3 µM), for the others: top-dose activity change, negative = inhibition, most hits filed as inhibitors. HEK293 cAMP-luciferase reporter cells, luminescence, 24 h. 410,000 tested, 0.13% active;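 further: loss of luciferase light is scored as toxicity; potency means the concentration at half of the fitted maximal effect; on the % scale 0 is the no-effect control and ±100 the full control effect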
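Cells in DMEM/10% Nu serum/1% pen-strep, 1536-well format. Pre-incubated 12 h, dosed with 23 nL compound, incubated a further 24 h. Luciferase detection, 12 min at room temp, luminescence.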
EPAC1 agonist = EPAC1 (human) agonism | 360,000 tested, 0.073% active | EPAC1 agonist qHTS, biochemical assay; response scale: 100% = response to 6.5 mM cAMP | AID 720707 | Potency, µM (series often up to 154 µM), for the others: at the top dose activation, most hits filed as activators; further: potency means the concentration at half of the fitted maximal effect; nearly all actives have a fitted effect of over 60% in size
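Multi-concentration qHTS readout: loss of Rap1B-bound BODIPY-GDP fluorescence driven by 100 nM EPAC1 with excess GDP (50 uM), monitored kinetically at room temperature; agonist response expressed relative to 6.5 mM cAMP.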
PI5P4Ka inh = inhibitors of human PI5P4K alpha. P48426. PI5P4Kalpha enzyme, ADP-Glo luminescence, 60 min; hits give low values. max response, %. 330,000 tested, 1.2% active. AID 652105; active means max response of -50% or lower; inconclusive means between -30% and -50%; inactive means -30% or higher; further: value at the top dose of about 77 µM; on the % scale 0 is the no-effect control and ±100 the full control effect
Target sequence (P48426 whole entry, looked up): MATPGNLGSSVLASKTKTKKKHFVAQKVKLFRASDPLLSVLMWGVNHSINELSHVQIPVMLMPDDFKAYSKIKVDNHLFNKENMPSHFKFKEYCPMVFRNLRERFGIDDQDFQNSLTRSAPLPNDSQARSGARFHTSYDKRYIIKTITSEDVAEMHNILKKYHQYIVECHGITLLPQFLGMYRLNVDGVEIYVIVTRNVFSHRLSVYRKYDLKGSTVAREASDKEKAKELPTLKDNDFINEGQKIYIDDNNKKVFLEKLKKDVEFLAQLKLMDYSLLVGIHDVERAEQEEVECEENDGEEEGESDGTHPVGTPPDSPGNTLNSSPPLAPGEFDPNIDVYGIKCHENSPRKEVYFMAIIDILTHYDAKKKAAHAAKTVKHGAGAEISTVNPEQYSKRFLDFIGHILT
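Luminescence from ADP-Glo served as readout of PI5P4Kalpha activity in a qHTS format. Reaction: enzyme, substrate, compound, ATP at 5 microM final, 60 min at RT.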
PTHR1 agonist = agonists of human PTHR1 parathyroid hormone receptor; 410,000 tested, 0.075% active; Q03431; Potency, µM (highest dose often 115 µM), for the others: top-dose activation, usual class: activators; AID 743266; HEK293 GP2 PTHR1 cells, GloSensor cAMP luminescence, 1 h; further: potency means the concentration at half of the fitted maximal effect; nearly all actives have a fitted effect of over 55% in size; some results filed as inactive show a strong effect at the top dose; inactives centre near -15; many of its hits are not listed in these tables
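HEK-293-derived GP2 cells expressing PTHR1 and a GloSensor cAMP reporter, 3,000/well, plated overnight, given luciferin plus IBMX (each 0.5 mM as added) for 1 h at 37 °C, then compound for 1 h at 37 °C. Luminescence was read after 15 min at room temperature.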
Numbers without * were called inactive; i = inactive; ? = inconclusive; . = no result given; & = joins results of further samples; [ ] = remark or other dose. Unless noted, the call rests on the fitted dose curve; in most records, active means well fitted curve in the direction sought with a large enough effect; inconclusive means small, poorly fitted or top-dose-only effect, or another doubt; inactive means no such curve, though single readings can be large; an effect the other way counts as inactive or inconclusive. Some of the compounds tested, so the mix of outcomes need not match the whole.

SMILES | PLK1 PBD block | GLP-1R inv ag | GLP-1R agonist | IL-2 act | EPAC1 antagonist | GLP1R cytotox | EPAC1 agonist | PI5P4Ka inh | PTHR1 agonist
Nc1cc2c([N+](=O)[O-])cccc2o1 | -11% | 4% | -1% | -0.3 | -11% | 27% | -8% | -25 | -5%[57.5 µM]
CCOc1ccc(Nc2nc(N)c3ccccc3n2)cc1 | -6% | 2.2µM* | -5% | -0.5 | 10% | -32% | 9% | -28 | -36%[inhibitor]
Cc1c(C(=O)NNS(=O)(=O)c2ccccc2Cl)sc(=S)n1C | -7% | -14% | 1% | -1.2 | 4% | 10% | 7% | 1 | i
Cc1cccc(N2N=C(C(=O)OCC(=O)c3ccccc3)CCC2=O)c1 | -1% | 2% | -1% | -0.9 | -7% | 6% | 2% | -1 | -19%
COc1ccccc1OCC(=O)Nc1c2c(nn1-c1ccccc1)CS(=O)(=O)C2 | -13% | 45%[activator] | 16% | -2.9 | 1% | 2% | 4% | -7 | i
Clc1ccc(C2=Nn3c(nnc3-c3cccs3)SC2)cc1 | ? | 6% | 5% | -2.3 | 3% | -5% | 8% | -4 | i
O=C(O)CCCN1C(=O)/C(=C/c2ccc(-c3nc4ccccc4s3)o2)SC1=S | ? | 13% | -16% | 1.9 | -7% | -13% | 10% | ? | -6%[57.5 µM]
CSCC[C@H](NC(=O)OC(C)(C)C)C(=O)N1CCC(C(=O)N[C@@H](C)C(=O)NCc2ccc(F)cc2)CC1 | -2% | -3% | 4% | 1.3 | 5% | -8% | -16% | -8 | -31%[inhibitor]
COc1ccc(NC2CCCN(Cc3cccc4cnccc34)C2)cc1 (stereo not given) | 4% | 12% | 6% | -3.0 | -12% | 6% | -7% | -3 | -35%
O=S(=O)(NCCN1CCOCC1)c1ccc(Oc2ccccc2Cl)cc1 | -13% | ? | 12% | -0.6 | -12% | 8% | 10% | 5 | -22%
C=CCNC(=S)NNC(=O)c1cccc2ccccc12 | -4% | -1% | -9% | -1.7 | 8% | -9% | -4% | . | i
Cc1cc(C)n2ncc(/C(N)=N/OC(=O)c3ccccc3F)c2n1 | 1% | 0% | -2% | -2.2 | -2% | 9% | -4% | -3 | i
CC1=C(C(=O)Nc2ccccc2)C(c2ccncc2)C(C#N)=C(SCC(=O)Nc2ccccc2)N1 (stereo not given) | ? | 0% | 2% | -2.5 | 3% | -23% | 13% | -1 | -39%[inhibitor]
COc1ccc(/C=N/NC(=O)c2ccc(-c3ccccc3)cc2)cc1O | -6% | ? | 12% | -0.3 | 4% | 26% | 13% | 2 | -17%
CC1=C(C(=O)OCc2ccccc2)C(c2cccnc2)c2c(n(C)c(=O)n(C)c2=O)N1 (stereo not given) | -4%&-9% | 56%&-4%[activator] | 21%&3% | -0.6&0.7 | -5%&-1% | 1%&9% | 11%&3% | 3 | -25%[57.5 µM]
CNc1ccc(/C=C(\C#N)c2ccccn2)cc1[N+](=O)[O-] | 6% | 3%[0.307 µM] | 0% | 2.4 | 6% | 2%[0.307 µM] | 2% | -15 | -8%
O=C(NCc1ccco1)C1OCCc2ccccc21 (stereo not given) | -23% | 7% | -7% | 0.0 | 4% | 4% | 4% | -10 | i
O=C1OC(c2ccc3c(c2)OCO3)N(C(=O)c2ccc(Cl)c(Cl)c2)c2ccccc21 (stereo not given) | -14% | -12% | -2% | -3.2 | -1% | -8% | 1% | -4 | i
CC(=O)c1c[nH]c(C(=O)NCc2ccccc2Cl)c1 | -7% | 9% | -2% | 1.9 | -2% | -18% | -1% | -5 | i
CCC(C)CCCCCCCCCCC(=O)O (stereo not given) | 21µM* | 23% | -2% | 0.5 | ? | 2% | -49%[inhibitor] | 62 | -23%
C=CCn1c(SCC(=O)NC(N)=O)nnc1-c1cc2c(s1)CCC(CC)C2 (stereo not given) | -12% | 20% | 13% | -4.3 | ? | 11% | -2% | 2 | -68%[inhibitor]
COC(=O)Cc1ccc(OCC(=O)Nc2ccc(OC(F)(F)F)cc2)cc1 | 0% | ? | -5% | -0.5 | -15% | 2%[1.53 µM] | -8% | -1 | i
CCNC(=S)N1CCCC(C(N)=O)C1 (stereo not given) | -8% | 1% | -1% | -3.2 | 15% | 7% | 12% | 2 | i
COc1cc(Cn2ccnc2)c(OC)cc1Cn1ccnc1 | -15% | -3% | 3% | -0.1 | 1% | 6% | 6% | . | -9%[57.5 µM]
Cc1ccc(C)n1-c1sc2c(c1C#N)CCCC2 | -11% | -4% | -5% | -1.9 | -8% | 45%[activator] | 8% | -19 | i
Cc1ccc(S(=O)(=O)CCc2nnc(NC(=O)COc3cccc(C)c3)s2)cc1 | -5% | -1% | -9% | -1.5 | -2% | -4% | -5% | . | i
COc1ccc(NC(=O)C(c2ccc(C)cc2)N(C)C(=O)Cc2cccs2)cc1 (stereo not given) | 8% | ? | 12% | 1.0 | -2% | -1%&-4% | 7% | -7 | i
O=C(NCc1cccnc1)c1cccs1 | -3% | 17%[0.307 µM] | -5% | -0.1 | 9% | 4%[0.307 µM] | -3% | -7 | i
CCc1nc(Nc2ccccc2O)c2oc3ccccc3c2n1 | -7% | -4% | 8% | 1.1 | 12% | 5% | -4% | -1 | i
COc1ccc(CCNC(=O)CCC(=O)N2CC(C)Oc3ccccc32)cc1OC (stereo not given) | -14% | 4% | 9% | -2.2 | 15% | 0% | 0% | 3 | -23%

3 of the entries above in order of the EPAC1 antagonist value, falling.
mol | PLK1 PBD block | GLP-1R inv ag | GLP-1R agonist | IL-2 act | EPAC1 antagonist | EPAC1 agonist | PI5P4Ka inh | PTHR1 agonist
O=C(NCc1cccnc1)c1cccs1 | -3% | 17%[0.307 µM] | -5% | -0.1 | 9% | -3% | -7 | i
Cc1ccc(S(=O)(=O)CCc2nnc(NC(=O)COc3cccc(C)c3)s2)cc1 | -5% | -1% | -9% | -1.5 | -2% | -5% | . | i
Cc1ccc(C)n1-c1sc2c(c1C#N)CCCC2 | -11% | -4% | -5% | -1.9 | -8% | 8% | -19 | i

(cont.)
SMILES | PLK1 PBD block | GLP-1R inv ag | GLP-1R agonist | IL-2 act | EPAC1 antagonist | GLP1R cytotox | EPAC1 agonist | PI5P4Ka inh | PTHR1 agonist
CCCCN(C(C)=O)c1c(CC)nc2ccc(C(=O)NCc3cccs3)cn12 | -16% | 11% | 0% | 1.0 | -8% | 0% | 14% | -3 | i
OCCC1CN(Cc2ccccc2-c2ccco2)CCN1Cc1ccccc1 (stereo not given) | -19% | ? | 5% | -2.3 | 3% | -1% | 6% | -1 | -18%
O=C(Nc1ccc2oc(=O)ccc2c1)c1cccnc1 | -1% | 15% | -10% | 0.6 | 10% | -15% | 11% | . | -10%[57.5 µM]
COc1cccc(/C=N/n2c(-c3cccs3)n[nH]c2=S)c1 | -15% | 12% | 2% | 0.8 | -2% | -9% | 16% | -11 | i
O=C(CN1CCOCC1)Nc1ncc(Cc2ccccc2Cl)s1 | -1% | 5% | -1% | -0.5 | 3% | -25% | -1% | . | -29%
O=C(O)C1CCCN1c1ncccc1[N+](=O)[O-] (stereo not given) | -5% | 40%[activator] | -1% | -0.1 | -17% | -9% | -2% | -5 | i
CCc1cc2c(=O)n(Cc3ccco3)c(SCc3c(C)noc3C)nc2s1 | -24% | ? | 17% | -2.2 | -4% | ? | 2% | -22 | i
CCCCN(C=O)c1c(CC)nc2c(OCc3ccc(Cl)cc3Cl)cccn12 | 0% | ? | -3% | -0.7 | -23% | -8% | -5% | 3 | -87%[inhibitor]
CCOc1ccc(Cc2c(Cl)nc(N)nc2Cl)cc1 | -10% | 7% | 2% | -1.8 | 8% | -2% | 1% | -7 | i
Cc1[nH]nc2c1-c1nc3ccccc3nc1C(C)(C)C2 | 4% | 2% | 10% | -3.9 | -2% | 4% | 2% | . | 28µM*
CCOc1ncccc1C(=O)N1CCN(C(=O)c2ccccc2)CC1 | -1% | -10%[7.66 µM] | 0% | -0.8 | -1% | -2%[7.66 µM] | 0% | 4 | i
CCCN1CCN(S(=O)(=O)c2ccc3c(c2)CCC(=O)N3)CC1 | -3% | 3% | 10% | 0.2 | -12% | -28% | 11% | -5 | i
O=C(O)/C=C/C(=O)NCCNc1ncc(C(F)(F)F)cc1Cl | -15% | -4% | 11% | -2.7 | 1% | 3% | -1% | -1 | i
CN1C=CC2=C(C#N)C(N)C(C#N)(C#N)C(c3ccccc3)C2C1 (stereo not given) | -23% | 0% | -9% | -1.1 | -19% | 136%[activator] | ? | . | i
COc1ccc(-n2nnnc2SCC(=O)N2CCN(C(=O)c3ccco3)CC2)cc1OC | 19µM* | 14% | 13% | -4.5 | 2% | 2% | 10% | ? | -2%
CCOc1ccc(CO/N=C/c2c(C)[nH]c(=O)[nH]c2=O)cc1 | 6% | 17% | 9% | -0.7 | 7% | 3% | 15% | 3 | -8%
COc1cc(-c2nnc(CSc3nnc(Nc4ccc(C(C)C)cc4)s3)o2)cc(OC)c1OC | 0% | ? | 11% | 0.6 | 0% | 11µM* | -12% | -8 | -6%
CCc1ccc(N2C(=O)C(Cl)=C(N3CCOCC3)C2=O)cc1 | -20% | 31%[activator] | 0% | 1.1 | -12% | -2% | -3% | 7 | i
Cc1ccc(S(=O)(=O)N2CCCCC2CCNC(=O)C(=O)NC2CC2)cc1 (stereo not given) | 1% | -27% | 1% | 0.1 | 0% | -23% | -6% | -6 | i
CC(C)NC(=O)c1cnc(Sc2ncc(C(F)(F)F)cc2Cl)n1C | -7% | 12% | 2% | -0.2 | -17% | -6% | -8% | 6 | i
CCC1Oc2ccccc2N(CC(=O)NCCCN2CCN(CC)CC2)C1=O (stereo not given) | -11% | 10% | -2% | -2.0 | 19% | 3% | 0% | 7 | i
Cc1cc(C)cc(OCc2nnc(SCC(=O)c3ccccc3)o2)c1 | -3% | 3% | 7% | -2.4 | 2% | 11% | 7% | 6 | i
Cc1ccc([C@@H]2CC=C(C(=O)O)[C@H](c3ccc(Br)cc3)N2S(=O)(=O)c2ccccc2C)cc1 | 27µM* | 11µM* | -1% | 0.1 | ? | -11% | -2% | 2 | -35%[inhibitor]
S=C(NCCc1ccccc1)Nc1ncccn1 | ? | 11% | 11% | -0.6 | -20% | -2% | -1% | 7 | -10%

Compound activity deposited in PubChem by National Center for Advancing Translational Sciences (NCATS).
